PP5 primary – PP5 phosphatase inhibitors, primary screen, biochemical, fluorescence; AID 1987, 2009; Serine/threonine-protein phosphatase 5 (Homo sapiens), P53041; purified PP5c, OMFP substrate fluorescence; inhibition, % at 6.7 µM; 320,000 tested, 0.18% active;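 active = inhibition above the campaign's mean inhibition across all tested compounds plus 3 SD, cut at about 9.5% in these data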;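 also: 0% = DMSO only and 100% = 100 µM cantharidin control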
Target sequence (P53041 whole entry, looked up): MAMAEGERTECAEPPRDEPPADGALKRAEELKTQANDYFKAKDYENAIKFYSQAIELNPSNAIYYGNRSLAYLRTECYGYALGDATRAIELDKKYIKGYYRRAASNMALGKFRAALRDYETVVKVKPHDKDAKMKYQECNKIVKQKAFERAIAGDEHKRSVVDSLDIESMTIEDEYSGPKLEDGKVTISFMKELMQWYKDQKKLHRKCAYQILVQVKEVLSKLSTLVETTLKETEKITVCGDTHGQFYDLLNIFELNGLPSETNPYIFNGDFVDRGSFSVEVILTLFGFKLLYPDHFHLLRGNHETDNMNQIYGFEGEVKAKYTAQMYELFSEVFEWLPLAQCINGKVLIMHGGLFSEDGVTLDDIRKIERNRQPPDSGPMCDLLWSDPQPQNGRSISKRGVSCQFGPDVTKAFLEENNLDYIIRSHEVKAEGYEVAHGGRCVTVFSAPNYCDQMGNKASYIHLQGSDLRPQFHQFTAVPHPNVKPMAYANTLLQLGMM
TPT1 inhibitor – Candida albicans TPT1 enzyme inhibitors, primary screen, biochemical, fluorescence polarization; tRNA 2'-phosphotransferase TPT1 (Candida albicans SC5314); recombinant caTPT1, FP RNA substrate dephosphorylation; inhibition, % at 5 µM; 300,000 tested, 0.81% active;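 active = inhibition above the mean of all tested compounds plus 3 SD, set per screening campaign, cut at about 24% in these data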;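 also: plate controls were DMSO alone for no effect and ferristatin control at 100 nM for full effect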
proCasp7 act – procaspase-7 activators, primary screen, counter-screen for procaspase-3 activator project, biochemical, absorbance, HTS, human | recombinant procaspase-7, Ac-DEVD-pNA absorbance 405 nm; D23A/D198A/D206A triple mutant, cannot self-cleave; scale: DMSO 0, 5 µM enzyme 100 | activation, % at 8.5 µM | 330,000 tested, 0.093% active | AID 463210, 2010;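 active = percent activation above the screen-wide mean plus 3 SD, cut at about 25% in these data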
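System: Uncleavable procaspase-7 mutant enzyme; Amount: 2 µM procaspase-7 mutant as dispensed; Schedule: 1 h compound preincubation, 2 h substrate cleavage, 25 °C; Measured by: 405 nm absorbance of p-nitroaniline; Evaluation: percent activation from buffer-corrected 0–120 min absorbance change; Control set: low DMSO alone, high DMSO plus 5 µM PC-7.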
Efflux pump mplx – inhibitors of Candida efflux pumps in yeast, primary screen, S. cerevisiae, Nile Red, multiplex; S. cerevisiae Candida pump triplex; inhibition, % at 10 µM; 330,000 tested, 0.44% active;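 active = plate passing quality check with inhibition over a set limit, or well fluorescence over plate mean plus 4 SD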;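 also: Nile Red retained in pooled yeast measured as flow cytometry median fluorescence; 0% = buffer negative control and 100% = Enniatin B positive control; higher means more Nile Red kept so more efflux inhibition; some compounds called inactive have numbers as strong as hits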
GASC-1 inh – inhibitors of GASC-1 histone demethylase, primary screen, biochemical, fluorescence, DELFIA europium. Lysine-specific demethylase 4C (Homo sapiens), Q9H3R0. inhibition, % at 2.35 µM. 330,000 tested, 0.069% active. AID 2099, 2009. GST-JMJD2C(1-420) H3K9me3 demethylation;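 active = more than half of a compound's replicate wells show inhibition beyond 50%, single wells judged on their own value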;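 also: signal counts dimethyl H3K9 product captured on neutravidin plate; 0% = median of DMSO wells and 100% = 0.3 times that DMSO median; strong numbers were not always called active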
Target sequence (Q9H3R0 1-420 limits assumed): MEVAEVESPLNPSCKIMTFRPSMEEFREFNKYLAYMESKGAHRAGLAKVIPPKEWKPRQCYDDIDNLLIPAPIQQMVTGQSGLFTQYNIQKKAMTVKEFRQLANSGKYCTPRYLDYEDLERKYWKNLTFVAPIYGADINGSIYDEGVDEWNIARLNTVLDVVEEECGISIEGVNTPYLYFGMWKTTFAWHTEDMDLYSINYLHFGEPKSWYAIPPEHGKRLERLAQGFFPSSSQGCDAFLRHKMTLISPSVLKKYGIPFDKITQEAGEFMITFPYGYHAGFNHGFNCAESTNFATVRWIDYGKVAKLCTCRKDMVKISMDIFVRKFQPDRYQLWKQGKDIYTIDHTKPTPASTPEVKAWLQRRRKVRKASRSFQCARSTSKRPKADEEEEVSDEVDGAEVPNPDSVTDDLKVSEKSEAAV
PP1 inh – PP1-alpha phosphatase inhibitors, primary screen, counter-screen for PP5 inhibitor project, biochemical, fluorescence, OMFP substrate, single point; purified PP1alpha; Serine/threonine-protein phosphatase PP1-alpha catalytic subunit (Homo sapiens), P62136; inhibition, % at 6.7 µM; 320,000 tested, 0.9% active; AID 2235, 2010;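 active = inhibition above the mean inhibition of all tested compounds plus 3 SD, computed separately for each screening campaign, cut at about 15% in these data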
proCasp3 act – activators of human procaspase-3 D3A mutant, primary screen, biochemical, absorbance, PC-3 D3A mutant, single concentration | Caspase-3 (Homo sapiens), P42574 | recombinant procaspase-3 D3A, Ac-DEVD-pNA absorbance 405 nm | activation, % at 8.5 µM | 330,000 tested, 0.11% active;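 active = activation above the mean of all tested compounds plus 3 SD, cut at about 21% in these data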;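 also: 0% = DMSO alone and 100% = DMSO wells spiked with extra 5 µM PC-3 D3A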
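Test system: Procaspase-3 D3A mutant; medium: Zinc-free HEPES/NaCl buffer with 0.01% Triton X-100 at pH 7.4; reagent: DEVD-pNA substrate; doses: one concentration, 8.5 µM nominal, 0.8% DMSO; times: 1 h preincubation plus 2 h reaction at 25 °C; signal: Epi-absorbance at 405 nm of released p-nitroaniline, 0 and 120 min; replicates: singlicate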
core dimer inh – inhibitors of HCV core protein dimerization, primary screen, biochemical, TR-FRET, high-throughput. 300,000 tested, 0.33% active. TR-FRET GST/Flag-core106 dimerization, 1536-well. inhibition, % at 5 µM;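 active = inhibition above the mean of all tested compounds plus 3 SD, set per screening campaign, cut at about 45% in these data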
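System – GST-tagged and Flag-tagged HCV core protein residues 1-106 · Repeats – one well for each compound · Technique – TR-FRET 671 and 617 nm emission · Doses – one concentration, 5 µM, in 0.5% DMSO · Times – 4 h, 22.5 °C incubation · Also added – Eu donor and XL665 acceptor anti-tag antibodies · Measure – percent inhibition of core106 dimerization signal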
CTSL1 counter – Fasciola hepatica cathepsin L1 inhibitors, primary screen, counter-screen for PFM18AAP inhibitor project, biochemical, QFRET, fluorogenic peptide substrate; recombinant F. hepatica cathepsin L1, Z-Leu-Arg-MCA fluorescence; inhibition, % at 5.96 µM; 300,000 tested, 0.49% active; AID 1906, 2009;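 active = inhibition above the mean of all tested compounds plus 3 SD, set per screening campaign, cut at about 17% in these data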;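 also: 0% = plate median of test compound wells and 100% = 1 µM Z-Phe-Ala-diazomethylketone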
Active calls of the source: *; / = no result given; & = joins results of further samples.

SMILES | PP5 primary | TPT1 inhibitor | proCasp7 act | Efflux pump mplx | GASC-1 inh | PP1 inh | proCasp3 act | core dimer inh | CTSL1 counter
Cc1c(NC(=O)c2cnn3c(C(F)(F)F)cc(-c4ccco4)nc23)c(=O)n(-c2ccccc2)n1C | 2.2 | -3 | 12 | 0.0 | 5&7 | -1 | 6 | -3 | 2
COc1ccc(CN2CCCC(CO)(Cc3cccc(Cl)c3)C2)cc1OC (stereo unspecified) | -2.2 | 2 | 6 | -0.2 | -5 | 0 | -3 | 1 | -6
CC(=O)C1=C(O)CCC1=N | 0.7 | -3 | -10 | -0.2 | 4 | 1 | 15 | -3 | 2
O=C1NC(c2ccccc2)(C(F)(F)F)C(=O)N1Cc1cccnc1 (stereo unspecified) | 3.0 | -3 | 1 | 0.3 | -1 | 0 | -4 | 1 | 1
CCOc1ccc(/C(O)=C2/C(=O)C(=O)N(CCOCCO)C2c2ccc(F)cc2)cc1 (stereo unspecified) | 0.0 | 1 | -6 | -0.1 | 10 | -4 | -1 | -2 | -1
Cc1onc(-c2ccccc2)c1C(=O)N(C)CCc1ccccn1 | -0.2 | -2 | -16 | -0.1 | 1 | 1 | -5 | -10 | -2
COc1cccc(NC(=O)CN2C(=O)NC3(CCCC3)C2=O)c1 | 1.7 | 0 | -5 | 0.2 | -7 | -3 | -1 | 3 | -1
CCCC(=O)Nc1ccc2c(c1)nc(CCNC(=O)c1ccccc1)n2C | 1.4 | -4 | 4 | 0.0 | -7 | -4 | 1 | -6 | 3
COC(=O)CCC(=O)N1CCc2cc(S(=O)(=O)N3CCc4ccccc43)ccc21 | -1.4 | 2 | 5 | -0.1 | 1 | -1 | -3 | 1 | 4
CC1CN(C(=O)Nc2ccc3snnc3c2)c2ccccc21 (stereo unspecified) | 3.4 | 2 | 1 | 0.0 | -16 | -5 | -4 | 4 | 2
COC(=O)C(C)NC(=O)C12CC3CC(C1)CC(c1ccc(C)cc1)(C3)C2 (stereo unspecified) | 2.5 | -3 | -3 | -0.1 | 5 | 1 | 2 | -7 | -6
COC(=O)CSc1nnc(CNC(=O)Cc2ccccc2)n1-c1ccccc1OC | -1.2 | 2 | 3 | -0.3 | / | -2 | 8 | 5 | -1
CC(=O)c1ccc(NC(=O)CO/N=C(\C)c2cccs2)cc1 | -0.1 | -2 | 4 | 0.3 | 2 | -3 | 9 | -5 | -7
COc1ccc(-n2c(SCC(N)=O)nc3sc4c(c3c2=O)CCC4)cc1 | 2.8 | -3 | 5 | -0.2 | -17 | -8 | 10 | -4 | 1
O=C(Nc1ccc(S(=O)(=O)N2CCCCC2)cc1)c1ccc(CN2CCOCC2)cc1 | 0.5 | 0 | 3 | -0.1 | -6 | -3 | 5 | -5 | 0
Cc1ccccc1N1CC(C(=O)N2CCc3ccccc32)CC1=O (stereo unspecified) | -0.3 | -3 | 5 | 0.1 | -3 | -6 | -3 | 0 | 0
COc1ccc(CC(NC(C)=O)C(=O)NC2CCN(S(=O)(=O)c3ccc(NC(C)=O)cc3)CC2)c(OC)c1 (stereo unspecified) | 3.2 | -1 | 12 | 0.0 | 14 | -3 | 2 | -2 | -1
COC(=O)CCC(=O)Nc1cc(OC)c(OC)cc1Cc1nccc2cc(OC)c(OC)cc12 | 0.5 | -2 | -12 | -0.2 | -3 | 6 | -3 | -3 | -1
CCOc1ccccc1C1NC(=O)NC(C)=C1C(=O)OCc1ccco1 (stereo unspecified) | 2.0 | 1 | 0 | 0.0 | -2 | -3 | 4 | -1 | -2
COc1ccc(-c2ncccc2OC(=O)C23CC4CC(CC(C4)C2)C3)cc1OC | 3.7 | -2 | 3 | 0.1 | -15 | 0 | -7 | 1 | -1
CN1CCN(c2ccc(Cl)cc2NC(=O)c2ccc(S(=O)(=O)N(C)C)cc2)CC1 | 1.7 | -2 | 2 | 0.0 | -49 | -2 | 11 | -6 | -1
C[C@@H]1CN([C@@H](C)CO)C(=O)c2cc(NS(C)(=O)=O)ccc2O[C@H]1CN(C)Cc1ccc(Oc2ccccc2)cc1 | / | / | 1 | -0.1 | -2 | / | -2 | / | /
O=C(COC(=O)c1ccccc1Oc1ccccc1)NC1CCS(=O)(=O)C1 (stereo unspecified) | 1.0 | -1 | -4 | 0.0 | -7 | -5 | -3 | -3 | -2
Cc1cc([N+](=O)[O-])ccc1NC(=O)CCC(=O)N1CCCC1 | -0.7 | 0 | -13 | 0.0 | -20 | -5 | -4 | 9 | 0
CCOC(=O)c1ccc(NC(=O)COC)cc1 | 2.0 | -2 | -2 | 0.0 | 9 | 3 | -1 | -1 | -3
CC(C)Cn1c(C(C)C)nc([N+](=O)[O-])c1Sc1ccc(Cl)cn1 | 0.4 | -2 | 1 | 0.1 | -3 | 2 | -4 | 1 | -2
COc1ccccc1-n1c(SCC(=O)N(C)C2CCS(=O)(=O)C2)nc2ccccc2c1=O (stereo unspecified) | -1.1 | 0 | -18 | 0.0 | -4&7 | -3 | 4 | 3 | -1
COc1ccc(CNC(=O)CN(C(=O)c2ccc(CN3CCOCC3)o2)C2CCCC2)cc1 | 0.3 | -1 | 7 | 0.0 | -9 | -3 | 3 | -1 | -1
COc1ccc(NC(=S)NCCN2CCOCC2)c(OC)c1 | -0.1 | -1 | -7 | 0.1 | 5 | 0 | 4 | -5 | -2
CC1CCCN(CC(=O)Nc2ccc(S(=O)(=O)NC3CCCCC3)cc2)C1 (stereo unspecified) | 2.1 | -2 | -2 | 0.1 | 20 | 0 | 4 | 5 | 0
CCC(C)[C@H](NC(=O)N1CC(=O)Nc2ccccc21)C(=O)NC(C)CCc1ccccc1 (stereo partly specified) | 1.8 | -3 | 11 | -0.6 | 5 | 6 | -2 | -16 | 12
N#C/C(C(=O)N1CCOCC1)=C1/SC(Cc2ccccc2)C(=O)N1c1ccccc1 (stereo unspecified) | 0.2 | 21 | -1 | 0.0 | -4 | -2 | 1 | -10 | -4
CCCN1CCC(=O)N([C@H](CSc2ccc(OC)cc2)Cc2ccccc2)CC1 | 1.8 | -2 | -1 | / | -6 | 1 | -7 | 10 | 1
O=C(c1ccccc1Cl)N1CCn2c1nc1ccccc12 | 0.3 | -2 | 7 | 0.0 | 8 | 0 | 10 | -2 | 6
CN(CC1CCCN(CCc2ccc(Cl)cc2)C1)C(=O)c1ccc2nc[nH]c2c1 (stereo unspecified) | 0.1 | -5 | 0 | -0.1 | 6 | -3 | -7 | 5 | 0
COC(=O)c1ccccc1NC(=O)N1CSC[C@H]1C(=O)OC | -0.8 | 0 | -5 | 0.2 | -3 | 1 | -2 | -1 | -3
CCOC(=O)Cn1c(=O)oc2cc(S(=O)(=O)N3CCN(c4ccccn4)CC3)ccc21 | -1.4 | 0 | 1 | 0.2 | -7 | -1 | 8 | 1 | 2
CC(=O)c1c(C)[nH]c(C(=O)NCc2cccs2)c1C | 1.0 | 1 | 4 | -0.2 | / | -4 | -12 | 0 | -1
CCCCOc1ccc(OCCCN2CCOCC2)cc1 | -0.8 | 0 | -1 | 0.0 | 5 | 0 | 5 | -5 | 6
Cc1n[nH]c(C)c1S(=O)(=O)N1CCOCC1 | 2.4 | 1 | -14 | -0.1 | 5 | -3 | 8 | -2 | -2
C/C(=N\Nc1nccnc1Cl)c1ccc(Cl)c(Cl)c1 | -1.2 | 3 | 5 | 0.0 | 2 | 0 | 0 | 0 | 4
Cc1cc(N(C)N)nc(NC(=O)NS(=O)(=O)c2ccccc2Cl)n1 | -1.0 | -3 | 3 | 0.1 | -1 | -4 | -12 | 2 | -3
Cc1ccc(/C([O-])=C(/C(=S)NCCN2CCOCC2)[n+]2ccccc2)cc1[N+](=O)[O-] | 0.8 | 1 | -16 | 0.2 | 4 | 1 | -5 | 8 | 6
O=C(CN1C(=O)COc2ccccc21)NCCCN1CCN(c2ccccc2F)CC1 | 1.0 | -4 | 0 | 0.2 | 1 | 0 | -2 | 4 | 1
Cc1cccc(C)c1NC(=S)N(CCCN1CCOCC1)Cc1cccnc1 | -2.3 | 1 | 12 | 0.0 | -32 | -1 | -1 | -1 | 1
CCOCCCNc1nc2c(C)cccn2c(=O)c1/C=C1\SC(=S)N(CC(C)C)C1=O | 0.8 | 52* | 7 | 0.3 | -4 | -7 | -2 | 0 | -3
OCCN1CCN(C(=S)NC2CCCC2)CC1 | -0.4 | -1 | 11 | -0.1 | -12 | -2 | 10 | 3 | -1
Cc1ccc(S(=O)(=O)N2CCCC2CNC(=O)C(=O)Nc2ccc(F)cc2)cc1 (stereo unspecified) | 1.4 | 4 | 2 | 0.1 | 7 | -2 | -3 | -6 | 8
Cc1c(Cl)cccc1NC(=O)Cn1c(-c2ccc(F)cc2)noc1=O | -0.8 | 3 | 7 | 0.1 | -5 | 3 | -1 | -3 | -6
COc1ccc2nc(N/C(=N/S(=O)(=O)c3cccs3)c3ccccc3Cl)sc2c1 | 1.1 | 1 | 2 | 0.0 | 1 | 4 | 0 | 16 | 0
O=C(CCNS(=O)(=O)c1ccccc1)OCC(=O)c1ccc(Br)cc1 | -0.5 | 1 | 11 | 0.2 | -4 | -6 | 4 | 1 | -32
CCc1ccc(NC(=O)CCNS(=O)(=O)c2cccs2)cc1 | -0.9 | -1 | 0 | 0.7 | 5 | 0 | 1 | -1 | 4
CCN(CC)C(=O)Oc1ccc(Cl)c2cccnc12 | 0.4 | 3 | 6 | 0.1 | 6 | -4 | 1 | -1 | -2
Cc1cccc(NC(=O)Cc2noc3ccccc23)c1 | 1.3 | -1 | -2 | 0.1 | 8 | -2 | 9 | -4 | -1
CCC(NC(=O)Cn1cnc2c(=O)n(C)c(=O)n(C)c21)c1ccccc1 (stereo unspecified) | 1.2 | 0 | 0 | 0.1 | 4 | -3 | 4 | -3 | -4
